Source: PubChem (Broad Institute)
BioA inh – M. tuberculosis BioA enzyme inhibitors, primary screen, biochemical, plate reader, single point, HTS; inhibition, % at 9.99 µM; 7,8-diaminopelargonic acid synthase BioA (Mycobacterium tuberculosis); hit rate 0.096% among 360,000; purified M. tuberculosis BioA enzyme; in the data active means inhibition above about 40%
* marks the source's active call; other numbers are inactive results.

Cc1ccc(S(=O)(=O)NCC[C@H]2CC[C@@H](NC(=O)Nc3ccccc3F)[C@H](CO)O2)cc1
  BioA inh: -0.8
C[C@@H]1CCCCO[C@H](CN(C)Cc2ccncc2)[C@@H](C)CN([C@@H](C)CO)C(=O)c2cc(NS(=O)(=O)c3cn(C)cn3)ccc2O1
  BioA inh: -1.0
CCS(=O)(=O)Nc1ccc2c(c1)C(=O)N(C)C[C@H](OC)[C@H](C)CN(C(=O)c1ccc3c(c1)OCO3)[C@@H](C)CO2
  BioA inh: 4.6
COc1cccc(-c2ccc([C@H]3[C@H](CO)N4CCCCN(S(=O)(=O)c5cccs5)C[C@@H]34)cc2)c1
  BioA inh: -1.5
C[C@H]1CN([C@@H](C)CO)S(=O)(=O)c2ccc(-c3cccnc3)cc2O[C@@H]1CN(C)C(=O)CN(C)C
  BioA inh: -4.2
O=C(C[C@H]1CC[C@H]2[C@@H](COC[C@@H](O)CN2C(=O)Nc2ccc(Cl)cc2)O1)NCCc1ccncc1
  BioA inh: 0.1
C[C@@H]1CCCCO[C@H](CN(C)C(=O)NC2CCCCC2)[C@H](C)CN([C@H](C)CO)C(=O)c2cc(NC(=O)c3ccccc3)ccc2O1
  BioA inh: -4.9
O=C(CN1CCOCC1)N1[C@@H](CO)[C@@H]2c3ccccc3NC[C@@H]21
  BioA inh: 1.9
CO[C@@H](CN(C)S(=O)(=O)c1ccc(Cl)cc1)[C@H](C)CN([C@@H](C)CO)S(=O)(=O)c1cccc(Cl)c1
  BioA inh: -0.4
CCC(=O)Nc1ccc2c(c1)C(=O)N(C)C[C@H](OC)[C@H](C)CN(C(=O)Cc1cccnc1)[C@H](C)CO2
  BioA inh: 1.6

COc1cccc(S(=O)(=O)Nc2ccc3c(c2)[C@@H]2C[C@H](CC(=O)NCc4cccc(F)c4)O[C@@H](CO)[C@@H]2O3)c1
  BioA inh: 1.9
C[C@@H]1CN([C@@H](C)CO)C(=O)c2cc(C3=CCCCC3)cnc2O[C@@H]1CN(C)Cc1ccccc1
  BioA inh: -0.9
O=C(NC1CCCC1)[C@@H]1[C@@H](CO)[C@@H]2Cn3c(ccc(C4=CCCCC4)c3=O)[C@H]1N2CC1CC1
  BioA inh: -0.6
C[C@@H]1CN([C@H](C)CO)S(=O)(=O)c2ccc(C#Cc3cccc(F)c3)cc2O[C@@H]1CN(C)S(=O)(=O)c1cn(C)cn1
  BioA inh: -3.1
Cc1ccc(S(=O)(=O)N[C@@H]2C=C[C@@H](CC(=O)NCc3ccccc3F)O[C@H]2CO)cc1
  BioA inh: 6.4
COCC#Cc1cnc2c(c1)C(=O)N([C@H](C)CO)C[C@H](C)[C@H](CN(C)C(=O)C1CC1)O2
  BioA inh: 1.6
O=C(C[C@H]1CC[C@H](NC(=O)Cc2ccccn2)[C@@H](CO)O1)NCCCN1CCOCC1
  BioA inh: -1.8
C[C@@H]1CN([C@H](C)CO)C(=O)c2cc(NC(=O)CCCN(C)C)ccc2O[C@@H](C)CCCCO[C@@H]1CN(C)S(=O)(=O)c1ccccc1
  BioA inh: -0.3
COc1ccccc1-c1cnc2c(c1)C(=O)N([C@@H](C)CO)C[C@@H](C)[C@@H](CN(C)Cc1ccncc1)O2
  BioA inh: -2.0
COc1ccc(C#Cc2ccc3c(c2)O[C@H](CN(C)C(C)=O)[C@@H](C)CN([C@@H](C)CO)S3(=O)=O)cc1
  BioA inh: 1.7

O=C(C1CC1)N1CC[C@@H]2[C@H](CO)Nc3ccc(-c4ccc(F)cc4)cc3[C@@H]21
  BioA inh: 2.8
Cc1ccccc1S(=O)(=O)N1CC[C@@H]2[C@H](CO)N(C)c3ccc(Br)cc3[C@@H]21
  BioA inh: -1.7
Cc1ccc(S(=O)(=O)Nc2ccc3c(c2)C(=O)N([C@H](C)CO)C[C@H](C)[C@@H](CN(C)S(=O)(=O)c2ccc(C)cc2)O3)cc1
  BioA inh: -1.0
C[C@@H]1CN([C@@H](C)CO)S(=O)(=O)c2ccc(C3=CCCC3)cc2O[C@@H]1CN(C)Cc1ccccc1
  BioA inh: -4.1
COc1cccc(NC(=O)N[C@H]2C=C[C@@H](CC(=O)N3CCCCC3)O[C@@H]2CO)c1
  BioA inh: 4.2
COc1ccc(S(=O)(=O)N[C@@H]2CC[C@H](CC(=O)O)O[C@@H]2CO)cc1
  BioA inh: 2.3
COc1ccc(CN(C)C[C@@H]2Oc3c(NC(=O)Nc4ccc(F)cc4)cccc3C(=O)N([C@@H](C)CO)C[C@H]2C)cc1
  BioA inh: -0.1
COCC(=O)Nc1ccc2c(c1)[C@@H]1C[C@@H](CC(=O)NCc3ccc(OC)cc3)O[C@H](CO)[C@@H]1O2
  BioA inh: -0.9
C[C@@H]1CN([C@@H](C)CO)C(=O)c2c(c3ccccc3n2C)-c2ccccc2CO[C@H]1CN(C)S(=O)(=O)c1ccsc1
  BioA inh: 0.7
O=C(Cc1ccccc1)N[C@@H]1C=C[C@H](CC(=O)N2CCCCC2)O[C@@H]1CO
  BioA inh: -0.6

Given as tab-separated lines: part of the list above.
canonical_smiles	BioA inh
O=C(C1CC1)N1CC[C@@H]2[C@H](CO)Nc3ccc(-c4ccc(F)cc4)cc3[C@@H]21	2.8
Cc1ccccc1S(=O)(=O)N1CC[C@@H]2[C@H](CO)N(C)c3ccc(Br)cc3[C@@H]21	-1.7

(more compounds)
CO[C@H]1CN(C)C(=O)c2cc(NC(=O)c3cccc(F)c3)ccc2OC[C@H](C)NC[C@H]1C
  BioA inh: -1.2
COCCNC(=O)C[C@@H]1CC[C@@H]2[C@H](COc3ccc(NC(C)=O)cc3C(=O)N2C)O1
  BioA inh: -1.3
COc1ccc(NC(=O)Nc2ccc3c(c2)C(=O)N([C@H](C)CO)C[C@H](C)[C@@H](CN(C)Cc2ccc(Cl)c(Cl)c2)O3)cc1
  BioA inh: -1.1
CC(C)CC#Cc1cnc2c(c1)C(=O)N([C@H](C)CO)C[C@@H](C)[C@@H](CN(C)Cc1cccc(F)c1)O2
  BioA inh: -1.2
CN(C)CCCNC(=O)C[C@@H]1CC[C@@H]2[C@H](COc3ccc(NC(=O)c4ccccc4F)cc3C(=O)N2C)O1
  BioA inh: 1.0
Cc1ccc(S(=O)(=O)Nc2ccc3c(c2)C(=O)N([C@@H](C)CO)C[C@@H](C)[C@@H](CN(C)S(=O)(=O)c2ccc(Cl)cc2)OCCCC[C@@H](C)O3)cc1
  BioA inh: -2.3
O=C(N[C@@H]1CC[C@H](CCn2cc(C3(O)CCCC3)nn2)O[C@@H]1CO)C1CCCC1
  BioA inh: -0.8
C[C@H](NC(=O)C[C@H]1C[C@@H]2c3cc(NC(=O)C4CCC4)ccc3O[C@@H]2[C@H](CO)O1)c1ccccc1
  BioA inh: -1.3
Cc1ccc(S(=O)(=O)Nc2cccc3c2O[C@@H](CN(C)Cc2ccccc2)[C@H](C)CN([C@H](C)CO)C3=O)cc1
  BioA inh: 1.7
CN(C)CC(=O)N1CCCCN2[C@@H](CO)[C@@H](c3ccc(-c4ccccc4)cc3)[C@@H]2C1
  BioA inh: -0.5

CO[C@H]1CN(C)C(=O)c2cc(NC(=O)C3CC3)ccc2OC[C@H](C)N(CC2CCCC2)C[C@@H]1C
  BioA inh: 1.6
COc1ccc(CN(C)C[C@H]2Oc3ccc(NS(=O)(=O)c4ccc(C)cc4)cc3C(=O)N([C@@H](C)CO)C[C@@H]2C)cc1
  BioA inh: -1.1
COc1ccccc1C#Cc1ccc2c(c1)[C@H]1[C@H](CCN1C(=O)CN1CCOCC1)[C@H](CO)N2
  BioA inh: 2.4
Cc1noc(C)c1NC(=O)N(C)C[C@@H]1OCCCC[C@H](C)Oc2ccc(NC(=O)NC(C)C)cc2C(=O)N([C@@H](C)CO)C[C@@H]1C
  BioA inh: -0.3
Cc1ccc(S[C@]2(C(=O)NC(C)C)CC(=O)N(C(C)C)[C@@H]2c2ccc(CO)cc2I)cc1
  BioA inh: 1.7
C[C@@H]1CN([C@H](C)CO)C(=O)Cc2cc(NC(=O)C3CC3)ccc2O[C@H]1CN(C)Cc1ccc2c(c1)OCO2
  BioA inh: 13
CCC(=O)N1CCCCN2[C@H](C1)[C@H](c1ccc(C#CCOC)cc1)[C@@H]2CO
  BioA inh: -0.8
C[C@@H]1CN([C@@H](C)CO)C(=O)c2cc(NC(=O)C3CC3)ccc2O[C@H]1CN(C)Cc1ccc(C(=O)Nc2ccccc2N)cc1
  BioA inh: -0.3
CCCNC(=O)Nc1ccc2c(c1)C(=O)N(C)C[C@@H](OC)[C@H](C)CN(C(C)=O)[C@@H](C)CO2
  BioA inh: 0.0
COc1ccc(-c2cn(CC[C@H]3CC[C@H](NC(=O)c4cnccn4)[C@H](CO)O3)nn2)cc1
  BioA inh: 1.0

CNC(=O)C[C@H]1CC[C@@H]2[C@H](COC[C@H](O)CN2Cc2ccccc2F)O1
  BioA inh: 0.3
C[C@H](CO)N1C[C@H](C)[C@@H](CN(C)S(=O)(=O)c2ccc(Cl)cc2)OCCCC[C@H](C)Oc2ccc(NC(=O)Nc3cccc4ccccc34)cc2C1=O
  BioA inh: 0.8
CCCC(=O)N1C[C@H]2[C@@H](c3ccccc31)[C@@H](CO)N2C(=O)Nc1ccc(F)cc1
  BioA inh: 1.0
O=C(C[C@H]1CC[C@@H]2[C@H](COC[C@H](O)CN2Cc2cc(F)ccc2F)O1)NCc1ccccc1
  BioA inh: 0.7
COC(=O)C[C@H]1C[C@H]2c3cc(NS(=O)(=O)c4ccccc4)ccc3O[C@H]2[C@H](CO)O1
  BioA inh: 0.6
C[C@H](CO)N1C[C@H](C)[C@@H](CN(C)C(=O)Nc2cccc3ccccc23)Oc2c(NC(=O)c3cnccn3)cccc2C1=O
  BioA inh: 0.7
COCC(=O)N(C)C[C@H]1Oc2cc(C3=CCCCC3)ccc2S(=O)(=O)N([C@H](C)CO)C[C@H]1C
  BioA inh: -1.6
Cc1noc(C)c1S(=O)(=O)N(C)C[C@H]1Oc2ccc(NC(=O)Nc3ccc(C(F)(F)F)cc3)cc2CC(=O)N([C@@H](C)CO)C[C@@H]1C
  BioA inh: -0.2
O=C(c1ccccn1)N1CC[C@H]2[C@H](CO)Nc3ccc(Br)cc3[C@H]21
  BioA inh: 5.6
CC(C)C#Cc1cnc2c(c1)C(=O)N([C@@H](C)CO)C[C@H](C)[C@H](CN(C)C(=O)Nc1ccccc1F)O2
  BioA inh: -1.3

C[C@@H]1CN([C@@H](C)CO)C(=O)Cc2cc(N(C)C)ccc2O[C@@H]1CN(C)C(=O)Nc1ccc(F)cc1
  BioA inh: -3.4
C[C@H]1CCCCO[C@H](CN(C)C(=O)Cc2ccccc2)[C@@H](C)CN([C@@H](C)CO)C(=O)c2cc(NS(=O)(=O)c3ccc(F)cc3)ccc2O1
  BioA inh: 0.9
C[C@@H]1CN([C@H](C)CO)C(=O)Cc2cc(NC(=O)Nc3ccc(F)cc3)ccc2O[C@H]1CN(C)Cc1ccc(-c2ccccc2)cc1
  BioA inh: -3.8
CCCNC(=O)N1C[C@H](C)[C@@H](OC)CN(C)C(=O)c2cc(NS(=O)(=O)CC)ccc2OC[C@@H]1C
  BioA inh: -0.4
C[C@@H]1CN([C@H](C)CO)C(=O)Cc2cc(NC(=O)Nc3ccc4c(c3)OCO4)ccc2O[C@@H]1CN(C)C(=O)NC1CCCCC1
  BioA inh: 0.9
O=C(C[C@@H]1CC[C@H](NC(=O)c2ccc3c(c2)OCO3)[C@@H](CO)O1)NCc1ccc(F)cc1
  BioA inh: -0.3
CO[C@@H]1CC[C@H]2CCN(C)C(=O)CCCN(C)C(=O)c3cc(C#N)ccc3OC[C@H]1O2
  BioA inh: 0.6
COc1ccccc1-c1ccc([C@H]2[C@H](CO)N3CCCCN(S(=O)(=O)c4cn(C)cn4)C[C@@H]23)cc1
  BioA inh: 0.1
CCC(=O)Nc1ccc2c(c1)C(=O)N(C)[C@H]1CC[C@H](CC(=O)NC3CCCC3)O[C@@H]1CO2
  BioA inh: -0.9
CCN(C[C@H]1[C@H](c2ccccc2)[C@@H](CO)N1C(=O)COC)S(C)(=O)=O
  BioA inh: -0.1

Some of the entries so far, bar-delimited:
smiles | BioA inh
CCCNC(=O)N1C[C@H](C)[C@@H](OC)CN(C)C(=O)c2cc(NS(=O)(=O)CC)ccc2OC[C@@H]1C | -0.4
CCN(C[C@H]1[C@H](c2ccccc2)[C@@H](CO)N1C(=O)COC)S(C)(=O)=O | -0.1

Remaining list, next part.
C[C@@H]1CN([C@H](C)CO)S(=O)(=O)c2ccc(C#CCN(C)C)cc2O[C@H]1CN(C)S(C)(=O)=O
  BioA inh: 0.8
C[C@@H]1CCCCO[C@@H](CN(C)Cc2ccc(C(F)(F)F)cc2)[C@@H](C)CN([C@H](C)CO)C(=O)c2cc(NC(=O)Nc3ccc(F)cc3)ccc2O1
  BioA inh: -3.9
C[C@H](CO)N1C[C@H](C)[C@@H](CN(C)Cc2ccncc2)Oc2ccc(NC(=O)Nc3cccc4ccccc34)cc2CC1=O
  BioA inh: -2.6
Cc1ccc(S(=O)(=O)N[C@H]2C=C[C@H](CC(=O)NCc3ccncn3)O[C@H]2CO)cc1
  BioA inh: 1.3
C[C@H](CO)N1C[C@H](C)[C@H](CN(C)Cc2ccc(C(F)(F)F)cc2)Oc2c(NC(=O)c3nc4ccccc4s3)cccc2C1=O
  BioA inh: -0.8
COc1ccc(CN(C)C[C@H]2Oc3ccc(NC(=O)Nc4c(C)noc4C)cc3C(=O)N([C@@H](C)CO)C[C@H]2C)cc1
  BioA inh: 0.0
CO[C@H]1CN(C)C(=O)c2cc(NS(C)(=O)=O)ccc2OC[C@@H](C)N(C(=O)C2CCCCC2)C[C@@H]1C
  BioA inh: -1.4
Cc1cccc(NC(=O)Nc2ccc3c(c2)C(=O)N(C)[C@H]2CC[C@@H](CC(=O)NCc4ccccc4Cl)O[C@@H]2CO3)c1
  BioA inh: -1.5
COc1ccc(NC(=O)N(C)C[C@H]2Oc3ccc(NS(C)(=O)=O)cc3C(=O)N([C@H](C)CO)C[C@@H]2C)cc1
  BioA inh: -0.7
CNC[C@@H]1Oc2cc(C#C[C@H](C)O)ccc2S(=O)(=O)N([C@H](C)CO)C[C@H]1C
  BioA inh: -1.0
C[C@@H]1CN([C@H](C)CO)C(=O)c2cc(C3=CCCCC3)cnc2O[C@H]1CN(C)C(=O)C1CCOCC1
  BioA inh: 0.6
CCCC(=O)Nc1ccc2c(c1)C(=O)N(C)C[C@@H](OC)[C@@H](C)CN(S(=O)(=O)c1cn(C)cn1)[C@H](C)CO2
  BioA inh: 2.1

The list is partial; the hit share may differ from the screen's.
